From PubChem
CHO-K1 Ca ag = counter-screen for M1 agonists: effect in parental CHO-K1 cells | Fluo-8 calcium fluorescence; scaled to maximal ATP response, vehicle zero | activation, % at 3 µM | 360,000 tested, 0.48% active | AID 602248; in the data active means activation above about 15%;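 further: untransfected CHO-K1 host cells lacking M1 receptor as counterscreen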
CHO parental Ca = counter-screen: ATP calcium response change in parental CHO cells. parental CHO-K1, ATP-induced calcium, Fluo-8 fluorescence. inhibition, % at 5.6 µM. 330,000 tested, 0.63% active;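 active means inhibition above that plate's mean sample inhibition plus 3 SD, cut at about 26% in these data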;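 further: 0% = ATP-challenged DMSO wells and 100% = DMSO wells without ATP; some compounds past the cut are filed as inactive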
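Material: parental CHO cells / Compound: single nominal dose of 5.6 µM per compound / Signal: Fluo-8 fluorescence / Replicates: singlicate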
CHO-K1 Ca PAM = M1 PAM counterscreen hit in parental CHO-K1 cells; 360,000 tested, 0.02% active; activation, % at 3 µM; ATP EC20, Fluo-8 calcium fluorescence; 0% at ATP EC20, 100% at ATP max;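 active means activation above the run cutoff, the mean activation of all test compounds plus 3 SD, cut at about 40% in these data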;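 further: peak over basal fluorescence ratio in a 140 s read after ATP addition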
OXTR potentiator = potentiates the human oxytocin receptor response; P30559; CHO-OTR cells, Fluo-8 calcium fluorescence, potentiator mode; 0% = oxytocin EC15, 100% = EC100; activation, % at 3 µM; AID 2445; 320,000 tested, 0.061% active;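 active means activation above that plate's cutoff, the mean activation of tested compounds plus 3 SD, cut at about 6.6% in these data, passing the limit was not always enough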;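 further: 100% uses oxytocin at 75 nM as the full agonist control; some results filed as inactive read as strong as hits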
Target sequence (P30559 whole entry, looked up): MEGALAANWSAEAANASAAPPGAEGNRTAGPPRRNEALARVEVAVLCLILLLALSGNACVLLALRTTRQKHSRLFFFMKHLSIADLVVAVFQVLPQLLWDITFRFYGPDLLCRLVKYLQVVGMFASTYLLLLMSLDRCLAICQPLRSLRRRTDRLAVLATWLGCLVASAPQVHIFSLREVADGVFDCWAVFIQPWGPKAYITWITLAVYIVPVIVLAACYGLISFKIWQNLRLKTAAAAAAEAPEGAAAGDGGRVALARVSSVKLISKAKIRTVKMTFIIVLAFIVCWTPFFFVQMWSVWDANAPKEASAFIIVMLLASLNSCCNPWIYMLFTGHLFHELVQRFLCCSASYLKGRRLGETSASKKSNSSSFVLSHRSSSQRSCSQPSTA
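System: human OTR in CHO cells / Also added: sub-maximal oxytocin, roughly EC15 / Control set: EC15 oxytocin low, 75 nM oxytocin high / Schedule: 6 min compound pre-incubation at room temperature, 100 s kinetic read / Compound: single-point 3.0 µM / Replication: singlicate / Technique: Fluo-8 calcium dye fluorescence / Read-out basis: % activation of max/min ratio relative to oxytocin controls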
TAAR1 ag = agonists of human TAAR1; activation, % at 3 µM; AID 624467; CHO RD-HGA16 TAAR1, Fluo-8 calcium fluorescence; vehicle wells 0%, saturating PEA agonist 100%; Q96RJ0; 360,000 tested, 0.99% active;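 active means activation above the mean activation of all test compounds in the run plus 3 SD, cut at about 38% in these data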
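System: CHO-derived RD-HGA16 cells with stable Gα16 and human TAAR1. Times: 17-24 h plating, Fluo-8 75 min 37 °C, 30 min RT. Measured by: calcium-sensitive Fluo-8 signal, excitation 470-495, emission 515-575 nm. Read-out basis: % activation relative to PEA EC100 response. Control set: DMSO and PEA EC100. Repeats: no replicates (n 1).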
V1aR counter = V1a receptor agonism, counter-screen for OXTR agonists; P37288; CHO-V1R cells, Fluo-8 calcium fluorescence, agonist mode; 0% DMSO, 100% 3 nM vasopressin; activation, % at 3 µM; 320,000 tested, 0.25% active; AID 2797;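 active means activation above the mean activation of all tested compounds plus 3 SD, per screening run, cut at about 20% in these data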;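 further: signal is peak over basal fluorescence ratio across a 100 second FLIPR read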
CHO-K1 Ca antag = M1 antagonist counterscreen hit in parental CHO-K1 cells. ATP-induced calcium, Fluo-8 fluorescence. inhibition, % at 3 µM. 360,000 tested, 0.6% active. AID 602250;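 active means inhibition above a per-plate cutoff, the plate's mean sample inhibition plus 3 SD, cut at about 24% in these data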;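 further: 0% = DMSO plus EC80 ATP and 100% = DMSO alone without ATP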
TAAR1 antag = antagonists of human TAAR1; Q96RJ0; CHO RD-HGA16 TAAR1, Fluo-8 calcium fluorescence, antagonist; inhibition, % at 3 µM; 360,000 tested, 1.5% active;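 active means inhibition above a per-plate cutoff, the mean inhibition of test compounds on that plate plus 3 SD, cut at about 49% in these data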;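 further: 0% = DMSO plus EC80 beta-PEA response and 100% = DMSO alone without agonist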
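System: RD-HGA16 CHO cells with stable hTAAR1 and Gα16 | Probe or stimulus: EC80 β-phenethylamine stimulus | Dosing: 3 µM, single point | Times: Dye loading 75 min at 37 °C, then 30 min room temperature | Measured by: Fluo-8 calcium-sensitive fluorescence | Read-out basis: % inhibition of agonist calcium response | Replicates: n of 1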
M1 ag = human M1 muscarinic receptor agonism; CHO-K1 hM1, Fluo-8 calcium fluorescence, agonist mode; 0% DMSO, 100% acetylcholine EC100; activation, % at 3 µM; 360,000 tested, 0.33% active;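 active means activation above the run's mean compound activation plus 3 SD, cut at about 16% in these data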;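 further: peak over basal fluorescence ratio within a 140 s kinetic read after compound addition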
Target sequence (P11229 whole entry, looked up): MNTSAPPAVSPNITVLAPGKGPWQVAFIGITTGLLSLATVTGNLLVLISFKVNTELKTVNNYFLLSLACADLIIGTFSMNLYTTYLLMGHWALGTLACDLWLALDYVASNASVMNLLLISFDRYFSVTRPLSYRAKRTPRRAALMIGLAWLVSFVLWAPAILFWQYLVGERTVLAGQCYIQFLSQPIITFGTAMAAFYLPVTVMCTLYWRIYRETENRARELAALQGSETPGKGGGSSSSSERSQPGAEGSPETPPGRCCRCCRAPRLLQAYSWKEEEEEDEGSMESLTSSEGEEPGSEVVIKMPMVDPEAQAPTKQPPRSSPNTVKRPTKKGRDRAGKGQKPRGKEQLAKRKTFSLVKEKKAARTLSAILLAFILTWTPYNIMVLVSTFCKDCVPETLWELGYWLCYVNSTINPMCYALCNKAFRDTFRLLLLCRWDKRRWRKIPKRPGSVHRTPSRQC
Starred values were filed as active, the others as inactive; / = not tested or not shown. Not a hit list (roughly 3.3% active in at least one column).

SMILES | CHO-K1 Ca ag | CHO parental Ca | CHO-K1 Ca PAM | OXTR potentiator | TAAR1 ag | V1aR counter | CHO-K1 Ca antag | TAAR1 antag | M1 ag
CC(O)(Cc1cccnc1)c1cccs1 (configuration not stated) | 1.1 | / | 14 | / | 1 | / | -10 | 1 | -1
CCOC(=O)N1CCN(C(=O)C(=O)N/N=C/c2ccc(OC)cc2OC)CC1 | 0.9 | -19 | 23 | -1 | 1 | -0.4 | -12 | -4 | -2
O=C(Nc1ccccc1N1CCCCC1)c1ccccc1F | 1.2 | -23 | -3 | -5 | 15 | -1.6 | 4 | -5 | -6
Cc1occc1-c1nnc(SCC(=O)NC2(C#N)CCCC2)n1C | 0.5 | / | -10 | / | 2 | / | 0 | -20 | -2
CCn1c(/C=C/c2ccccc2Cl)nc2ccccc2c1=O | 0.2 | -15 | -8 | -13 | 5 | -0.5 | -10 | 13 | 3
O=C(Nc1ccn(C2CC(OC(=O)c3ccccc3)C(CO)O2)c(=O)n1)c1ccccc1 (configuration not stated) | 3.1 | -4 | 10 | -20 | 10 | 1.8 | 0 | 33 | -1
CCOc1ccc(S(=O)(=O)Nc2nc3ccccc3nc2N2CCN(C)CC2)cc1 | 0.3 | -5 | 7 | -7 | 6 | 2.3 | -1 | -6 | -4
CC(C)CC(=O)Nc1nc2ccc(S(C)(=O)=O)cc2s1 | 0.6 | -3 | 5 | -2 | 5 | 1.2 | 5 | 9 | -2
CCOC1CCc2c(C)nc(N)nc2S1 (configuration not stated) | 0.9 | -9 | 0 | 5 | -1 | 1.6 | -12 | 4 | -8
[O-][n+]1onc2c3cc(-c4ccccc4)nnc3ccc21 | 0.7 | -7 | 17 | -10 | 4 | -0.5 | -25 | -7 | 7
COc1ccc(S(=O)(=O)NC(=O)C2(C)CCN2C(=O)Cc2ccccc2)cc1OC (configuration not stated) | 0.9 | / | 1 | / | 0 | / | -3 | -10 | 1
CC(C)(C)c1ccc(-c2nnc(SCCC#N)n2C2CCCC2)cc1 | 0.8 | -27 | 20 | -3 | 4 | -0.1 | -3 | 3 | -6
Nc1ccc(N(c2ccccc2)c2ccc(N)cc2)cc1 | -0.2 | 4 | -4 | -18 | 1 | 0.1 | -1 | -3 | -2
CCN(CC(=O)NCc1ccc2c(c1)OCO2)S(=O)(=O)c1ccc(F)cc1 | 0.4 | -5 | -15 | -5 | -3 | 1.4 | -13 | 20 | -3
Cc1ccnc(NC(=O)C2CCCN(c3ncnc4c3nc3n4CCCCC3)C2)c1 (configuration not stated) | 0.3 | -14 | 10 | -9 | 25 | -0.7 | -7 | -39 | -4
Cc1cc(-n2c(C)cc(C(=O)COc3ccc4ccc(=O)oc4c3)c2C)no1 | 1.9 | -7 | 14 | -7 | 13 | 5.5 | -7 | 45 | -2
Cc1nc2ccccc2n1Cc1ccccc1Br | 23* | 0 | -9 | -6 | 1 | 7.1 | 15 | 2 | 2
COc1ccc(/C(N)=N/OC(=O)Cc2ccc(OC)c(OC)c2)cc1 | 9.3 | 1 | -11 | -14 | 9 | 7.1 | -4 | 0 | 4
O=c1[nH]c(C2CCN(S(=O)(=O)c3cccc([N+](=O)[O-])c3)CC2)nc2c1nnn2Cc1ccccc1 | 5.6 | -1 | 2 | -3 | 3 | -0.5 | 0 | -7 | -1
COc1ccc(CCCNC(=O)C2CCC(=O)N(CC3CCCCC3)C2)cc1 (configuration not stated) | 2.5 | -11 | -6 | -3 | 2 | 3.7 | -4 | -14 | 1
O=C(NC1CCCCC1)C(c1ccccn1)N(C(=O)c1csnn1)C1CCCCC1 (configuration not stated) | -0.5 | -15 | -10 | 4 | 0 | -1.2 | 20 | 19 | -4
COP1(=O)C[C@@H](O)[C@@H](O)[C@@H](COCc2ccccc2)O1 (some centres not stated) | 0.3 | -1 | 14 | -7 | 5 | 0.4 | -11 | -7 | -3
O=C(OC1CC2CC1[C@H]1CCCCN1C2=O)N1CCN(C(=O)c2ccccc2)CC1 (some centres not stated) | 2.4 | / | -5 | / | 2 | / | -21 | -4 | /
Cn1nc(C(F)(F)F)c(-c2ccccc2)c1NC(=O)c1nccnc1C(=O)O | 0.4 | 1 | 4 | -7 | 1 | -0.1 | 0 | -29 | -2
Cc1cc(C(=O)COC(=O)CC(NC(N)=O)c2ccc(Cl)cc2)c(C)n1C (configuration not stated) | 0.1 | -18 | 9 | -8 | -3 | 0.5 | -4 | 3 | 0
COC(=O)c1cc(-c2ccc(Br)cc2)on1 | 0.8 | 4 | -4 | -3 | 0 | 0.3 | 12 | -8 | -3
COc1nc(N)nc(N2CCOCC2)n1 | -0.3 | 15 | 10 | -10 | 3 | 0.3 | 0 | 4 | -1
CC1CCN(c2ccc([N+](=O)[O-])cc2C(=O)NCC2CCCO2)CC1 (configuration not stated) | 0.2 | -5 | -2 | -2 | 0 | -1.8 | -5 | -21 | -5
Cc1nnc(Nc2ccc3c(c2)OCO3)c2ccccc12 | -0.1 | -7 | 10 | -1 | 3 | -1.4 | 2 | -11 | -5
CC1(C)CC(=O)CC(C)(C)N1OC(=O)c1ccccn1 | -0.3 | -29 | 11 | -15 | 2 | 0.4 | -8 | -20 | -1
COCc1cccc(-c2csc(C(O)c3ccc(F)c(OC)c3)n2)c1 (configuration not stated) | 9.0 | / | 10 | / | 2 | / | -15 | 2 | -1
Cc1cc(OCC(O)CN2CCCC2)cc(C)c1Cl (configuration not stated) | 3.2 | -16 | 14 | -1 | 4 | 0.8 | -8 | -24 | -3
CCOc1ccc(NC(=O)c2cc(SC)ccc2Cl)cc1 | 0.1 | -26 | 10 | -4 | 0 | -1.7 | -7 | -20 | -12
Cc1ccc(NC(=O)COC(=O)c2ccc(=O)n(Cc3ccccc3)n2)cc1F | 0.7 | -9 | -8 | 3 | 0 | 0.4 | -6 | 1 | -2
Oc1cccc2ccc(/C=C/c3c(F)cccc3Cl)nc12 | 0.5 | -4 | 18 | -2 | 11 | 0.4 | -7 | 2 | -11
Cc1cc(Cl)nc2ccc(Cc3ccc4nc(Cl)cc(C)c4c3)cc12 | 7.8 | -1 | -11 | -1 | -1 | -0.8 | 0 | -6 | -3

Single values from the results shown:
`Cc1cc(C(=O)COC(=O)CC(NC(N)=O)c2ccc(Cl)cc2)c(C)n1C` (configuration not stated) in CHO-K1 Ca ag is listed with 0.1
`COc1nc(N)nc(N2CCOCC2)n1` in V1aR counter is listed with 0.3
`Cc1cc(Cl)nc2ccc(Cc3ccc4nc(Cl)cc(C)c4c3)cc12` in CHO-K1 Ca antag is listed with 0
`COCc1cccc(-c2csc(C(O)c3ccc(F)c(OC)c3)n2)c1` (configuration not stated) in M1 ag is listed with -1
`Cc1nnc(Nc2ccc3c(c2)OCO3)c2ccccc12` in TAAR1 ag is listed with 3
`CC1CCN(c2ccc([N+](=O)[O-])cc2C(=O)NCC2CCCO2)CC1` (configuration not stated) in CHO-K1 Ca ag is listed with 0.2

(more compounds)
SMILES | CHO-K1 Ca ag | CHO parental Ca | CHO-K1 Ca PAM | OXTR potentiator | TAAR1 ag | V1aR counter | CHO-K1 Ca antag | TAAR1 antag | M1 ag
COc1ccc(C(C)=O)cc1CN1C(=O)NC2(CCCCC2)C1=O | -0.2 | -34 | 16 | -4 | 1 | 0.1 | 1 | 23 | -1
COc1ccc(N2CCN(C(=O)c3cc4c(s3)CCCCC4)CC2)cc1 | 1.4 | -21 | 1 | -4 | 1 | 1.0 | -9 | -4 | -5
C=CCn1c(SCC(=O)Nc2ncc(Cc3cc(Cl)ccc3Cl)s2)nnc1-c1ccncc1 | 1.0 | -14 | 4 | -1 | 0 | 0.4 | -7 | -6 | -3
CCCC(=O)N1CCN(c2ccc(NC(=S)NC(=O)c3cccc(C)c3)cc2)CC1 | 3.2 | 16 | -3 | -16 | 2 | 9.4 | 9 | 10 | -1
Nc1ccc(S(=O)(=O)NC2(C(F)(F)F)NC(=O)N(Cc3ccccc3)C2=O)cc1 (configuration not stated) | 0.2 | -15 | 4 | -1 | -4 | 1.5 | -13 | 1 | -6
CCOc1cc(S(=O)(=O)N2CCN(C(=O)c3ccco3)CC2)ccc1F | 1.9 | -4 | 2 | -12 | -2 | 2.3 | -7 | 7 | -1
O=C(c1cccc(C(F)(F)F)c1)C1CCCN(Cc2cccn2-c2ncccn2)C1 (configuration not stated) | 3.3 | -15 | 34 | 2 | 4 | 2.9 | -9 | -7 | -11
Nc1nc(SCC(=O)NCCC(c2ccccc2)c2ccccc2)n[nH]1 | 0.3 | -9 | 7 | -6 | 11 | 0.9 | -11 | 22 | -2
O=C(O)C1CC(=O)N(CCOc2ccccc2)C1 (configuration not stated) | -0.1 | -2 | 16 | -3 | 3 | 0.8 | -1 | -11 | -1
CC(NC(=O)COC(=O)c1ccc([N+](=O)[O-])o1)c1ccccc1 (configuration not stated) | 0.7 | -7 | 13 | -1 | 5 | 2.3 | -6 | -20 | -2
CCOc1ccc(Br)cc1S(=O)(=O)NCCN1CCCC1 | 2.7 | -5 | 9 | -2 | -1 | 1.0 | -4 | -13 | -10
Cc1nnc(SCC(=O)NC(C)(C)C)n1NCc1cccc(Br)c1 | 1.6 | -14 | 8 | -7 | 1 | 1.1 | -4 | -4 | 1
O=C1N/C(=C/c2cccn2-c2ccccc2)C(=O)N1Cc1ccc(F)cc1 | -0.2 | 0 | 20 | -9 | -3 | -1.1 | -11 | -8 | -6
Cc1nc2nc(Cc3ccccc3)[nH]n2c(=O)c1Cl | 0.2 | -19 | 5 | -11 | 10 | 1.7 | -7 | -26 | -3
CN(C)C(=O)COn1c(SCC(=O)N(C)C)nc2ccccc2c1=O | 0.3 | -5 | 12 | 5 | 5 | -0.5 | 3 | -11 | -2
Clc1ccc(Oc2cnc3ccccc3n2)cc1 | 0.9 | -7 | 21 | 2 | 16 | -0.7 | -10 | -3 | -4
O=C(O)C1Cc2ccccc2CN1C(=O)COc1ccc(Cl)cc1 (configuration not stated) | 0.2 | -4 | 19 | -4 | 4 | 0.6 | -8 | 1 | -5
CCC(=O)Nc1ccc(C(=O)CSc2nnc(-c3ccccc3F)n2C2CC2)cc1 | 2.0 | -9 | -9 | -1 | 6 | 0.7 | 18 | 5 | -9

Of the compounds above, 2 have a tert-butyl group:
SMILES | CHO-K1 Ca ag | CHO parental Ca | CHO-K1 Ca PAM | OXTR potentiator | TAAR1 ag | V1aR counter | CHO-K1 Ca antag | TAAR1 antag | M1 ag
CC(C)(C)c1ccc(-c2nnc(SCCC#N)n2C2CCCC2)cc1 | 0.8 | -27 | 20 | -3 | 4 | -0.1 | -3 | 3 | -6
Cc1nnc(SCC(=O)NC(C)(C)C)n1NCc1cccc(Br)c1 | 1.6 | -14 | 8 | -7 | 1 | 1.1 | -4 | -4 | 1
